Screening data: PubChem, National Center for Advancing Translational Sciences (NCATS)
Pin1 inh = qHTS Assay to Find Inhibitors of Pin1 | Potency, µM (series often up to 115 µM), for the others: at the top dose activity, negative = inhibition, hits mostly inhibitors | Peptidyl-prolyl cis-trans isomerase NIMA-interacting 1 (Homo sapiens), Q13526 | AID 504891, 2011 | Pin1 FP peptide displacement, HiFluor488, 10 min | actives 0.009% (n = 390,000); active means well fitted inhibition curve with a large enough effect in the polarisation, with a control signal flat, not every such curve was filed as active; inconclusive means small, poorly fitted or top-dose-only effect, or effect the other way, or a change in a side signal; inactive means no such curve, though single readings can be large or run the other way; the % refers to the polarisation; further: on the % scale 0 is the no-effect control and ±100 the full control effect
JMJD2A Tudor inh = qHTS Assay for Inhibitors of JMJD2A-Tudor Domain; AID 504339, 2011; AlphaScreen JMJD2A-Tudor / H3K4me3 peptide binding; Potency, µM (titrated, usually from 114 µM), for inactives: at the highest dose activity change, negative = inhibition, actives largely listed as inhibitors; actives 4.4% (n = 390,000); further: on the % scale 0 is the no-effect control and ±100 the full control effect; nearly all actives have a fitted effect of over 50% in size
BAZ2B block = qHTS Assay for Inhibitors of BAZ2B; AID 504333, 2011; Potency, µM (titrated, usually from 114 µM), without a hit: at the top dose activity change, negative = inhibition, hits mostly inhibitors; actives 4.4% (n = 360,000); Bromodomain adjacent to zinc finger domain protein 2B (Homo sapiens), Q9UIF8; AlphaScreen BAZ2B-H3K14Ac peptide displacement; further: on the % scale 0 is the no-effect control and ±100 the full control effect; nearly all actives have a fitted effect of over 60% in size
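AlphaScreen displacement of biotin-H3(5-23)K14Ac peptide (50 nM final) from BAZ2B (50 nM final) in PBS pH 7.4, 0.01% Tween-20; complex preformed 30 min RT, then compounds (top 110 uM) 30 min RT, beads 20 min dark.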
HP1b binding inh = HTS for Inhibitors of HP1-beta Chromodomain Interactions with Methylated Histone Tails; Potency, µM (titrated, usually from 114 µM), for inactives: at the top dose activity change, negative = inhibition, actives largely listed as inhibitors; AlphaScreen HP1-beta / biotin-H3K9me3 peptide binding; Chromobox protein homolog 1 (Homo sapiens), P83916; actives 0.56% (n = 390,000); AID 540317, 2011; further: nearly all actives have a fitted effect of over 70% in size; inactives centre near 23
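AlphaScreen: HP1-beta (50 nM) preformed 30 min with biotin-H3(1-18)K9me3 peptide (50 nM) in PBS pH 7.4, 0.01% Tween-20. Compound added for 30 min at RT, then streptavidin donor/nickel chelate acceptor beads (10 ug/mL) for 30 min.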
PGK inhibitor = qHTS Assay to Find Inhibitors of Phosphoglycerate Kinase; AID 602233, 2012; Phosphoglycerate kinase, glycosomal (Trypanosoma brucei brucei), P07378; Potency, µM (highest dose often 57.5 µM), for inactives: at the top dose activity change, negative = inhibition, usual class: inhibitors; PGK/GAPDH coupled, Kinase-Glo luminescence, 60 min; actives 0.043% (n = 380,000); further: on the % scale 0 is the no-effect control and ±100 the full control effect; nearly all actives have a fitted effect of over 60% in size
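Recombinant glycosomal PGK reaction used 1,3-bisphosphoglycerate generated in-well by GAPDH (100nM final) in 100mM TEA pH 7.6, 5mM MgCl2, 0.01% Tween-20. After 60 minutes at room temperature, ATP was read by Kinase-Glo Plus luminescence end-point.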
BLM inh = qHTS Assay for Inhibitors of Bloom's syndrome helicase (BLM); RecQ-like DNA helicase BLM (Homo sapiens), P54132; recombinant BLM DNA unwinding, fluorescence dequenching; Potency, µM (titrated, usually from 56.1 µM), inactives show at the top dose activity change, negative = inhibition, usual class: inhibitors; actives 0.2% (n = 350,000); AID 2528, 2010;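 further: plate controls were vehicle for no effect and no enzyme for full effect; nearly all actives have a fitted effect of over 35% in size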
Target sequence (P54132 whole entry, looked up): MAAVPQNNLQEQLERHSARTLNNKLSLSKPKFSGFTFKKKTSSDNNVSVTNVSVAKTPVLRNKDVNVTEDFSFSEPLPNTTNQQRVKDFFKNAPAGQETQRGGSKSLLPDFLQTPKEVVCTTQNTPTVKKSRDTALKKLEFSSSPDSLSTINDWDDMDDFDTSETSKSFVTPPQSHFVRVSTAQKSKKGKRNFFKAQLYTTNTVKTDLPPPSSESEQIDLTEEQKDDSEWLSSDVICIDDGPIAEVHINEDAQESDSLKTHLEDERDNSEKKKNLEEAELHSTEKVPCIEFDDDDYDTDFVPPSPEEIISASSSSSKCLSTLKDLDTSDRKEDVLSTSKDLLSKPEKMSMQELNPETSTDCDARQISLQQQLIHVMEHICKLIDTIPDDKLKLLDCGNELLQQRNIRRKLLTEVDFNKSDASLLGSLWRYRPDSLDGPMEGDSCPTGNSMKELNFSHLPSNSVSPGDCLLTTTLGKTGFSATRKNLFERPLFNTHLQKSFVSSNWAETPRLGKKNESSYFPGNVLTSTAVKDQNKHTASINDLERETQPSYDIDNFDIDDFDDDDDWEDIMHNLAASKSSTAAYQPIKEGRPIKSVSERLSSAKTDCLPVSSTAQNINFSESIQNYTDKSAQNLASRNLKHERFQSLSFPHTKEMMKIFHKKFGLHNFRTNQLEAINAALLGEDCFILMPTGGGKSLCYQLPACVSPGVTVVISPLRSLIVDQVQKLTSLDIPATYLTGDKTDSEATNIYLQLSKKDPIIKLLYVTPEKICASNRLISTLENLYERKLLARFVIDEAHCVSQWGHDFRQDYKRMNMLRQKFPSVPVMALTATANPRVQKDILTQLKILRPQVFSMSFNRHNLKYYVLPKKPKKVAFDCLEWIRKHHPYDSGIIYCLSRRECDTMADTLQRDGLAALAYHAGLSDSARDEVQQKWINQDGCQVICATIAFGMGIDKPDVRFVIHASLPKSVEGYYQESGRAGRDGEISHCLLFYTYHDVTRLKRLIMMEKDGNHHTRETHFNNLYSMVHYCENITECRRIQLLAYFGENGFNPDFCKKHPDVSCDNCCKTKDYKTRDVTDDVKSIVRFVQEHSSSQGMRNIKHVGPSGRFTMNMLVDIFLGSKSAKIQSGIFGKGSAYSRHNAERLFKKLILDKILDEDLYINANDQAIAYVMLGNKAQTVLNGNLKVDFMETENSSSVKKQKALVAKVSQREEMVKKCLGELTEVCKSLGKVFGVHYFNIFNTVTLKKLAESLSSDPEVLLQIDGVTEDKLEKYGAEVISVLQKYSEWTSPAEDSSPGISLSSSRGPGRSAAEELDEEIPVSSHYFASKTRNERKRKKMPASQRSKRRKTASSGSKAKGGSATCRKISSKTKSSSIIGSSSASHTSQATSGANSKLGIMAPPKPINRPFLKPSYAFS
POLI inh = qHTS for Inhibitors of Polymerase Iota; Pol iota fluorescent replication assay, 10 min; AID 588590, 2011; actives 1% (n = 390,000); Potency, µM (top dose mostly 115 µM), for the others: at the top dose activity, negative = inhibition, actives largely listed as inhibitors
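Pol iota at 10 nM preincubated 15 min with compounds at room temperature; reaction started with fluorescent substrate, 50 nM final. Fluorescence read kinetically at 0 and 10 min; buffer-only wells as negative control.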
G9a block = qHTS Assay for Inhibitors of Histone Lysine Methyltransferase G9a. actives 8.8% (n = 350,000). G9a H3K9 monomethylation, AlphaScreen, 2 h. Potency, µM (doses to about 102 µM), without a hit: top-dose activity, negative = inhibition, hits mostly inhibitors; further: on the % scale 0 is the no-effect control and ±100 the full control effect; nearly all actives have a fitted effect of over 75% in size
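Readings reflect AlphaScreen signal from monomethyl-H3K9 antibody detection. HMT at 20 nM; substrate b-H3K9 500 nM; cofactor SAM 20 uM; 2 h RT reaction; compounds tested as titrations in qHTS with 15 min preincubation.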
GLS inhibitor = qHTS for Inhibitors of Glutaminase (GLS). Glutaminase kidney isoform, mitochondrial (Homo sapiens), O94925. AID 624170, 2012. actives 0.21% (n = 410,000). Potency, µM (top dose mostly 45.5 µM), without a hit: top-dose activity change, negative = inhibition, most hits filed as inhibitors. GLS enzymatic activity, qHTS titration; further: on the % scale 0 is the no-effect control and ±100 the full control effect
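Glutamate formation by hKGA was monitored fluorometrically using coupled glutamate oxidase, HRP and Amplex Red. Substrate was added as 1 mM L-glutamine solution; incubation was 30 min at RT after an initial read.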
Active calls of the source: *; [ ] = remark or other dose. Unless noted, the call rests on the fitted dose curve; in most records, active means well fitted curve in the direction sought with a large enough effect; inconclusive means small, poorly fitted or top-dose-only effect, or another doubt; inactive means no such curve, though single readings can be large; an effect the other way counts as inactive or inconclusive. Potency means the concentration at half of the fitted maximal effect. An excerpt, so the mix of outcomes need not match the whole.

Screening COc1cccc(NC(=O)CCN2C(=O)c3ccc([N+](=O)[O-])cc3C2=O)c1 returned Pin1 inh -3%, JMJD2A Tudor inh -16%, BAZ2B block -18%, HP1b binding inh 22%, PGK inhibitor inactive, BLM inh -4%, POLI inh 26%, G9a block -11% and GLS inhibitor 0%.
`CCc1ccc2c(c1)cc(CN(C(=S)Nc1ccccc1C)C1CC1)c1nnnn12` gave Pin1 inh -2%, JMJD2A Tudor inh -2%, BAZ2B block -4%, HP1b binding inh 28%, BLM inh 1%, POLI inh -5%, G9a block 16%[59 µM] and GLS inhibitor -12%.
Screening COC(=O)c1scc(C)c1N1C(=O)c2ccccc2C1=O returned Pin1 inh -16%, JMJD2A Tudor inh -2%, BAZ2B block 2%, HP1b binding inh 2%, PGK inhibitor 0%, BLM inh -3%, POLI inh inconclusive, G9a block -2% and GLS inhibitor 9%.
`Cc1oc2cc(O)ccc2c(=O)c1Oc1ccccc1Br` gave Pin1 inh -2%, JMJD2A Tudor inh -11%, BAZ2B block -1%, HP1b binding inh 31%, PGK inhibitor 8%, BLM inh -7%, POLI inh 4%, G9a block 0%[59 µM] and GLS inhibitor 6%.
For O=C1CCN(c2ncccc2[N+](=O)[O-])CC1 the results were Pin1 inh -1%, JMJD2A Tudor inh -15%, BAZ2B block -17%, HP1b binding inh 2%, PGK inhibitor -1%, BLM inh -2%, POLI inh 62%[activator], G9a block 10% and GLS inhibitor -12%.
Screening COCCN1Cc2cc3cc(C)ccc3nc2SC1=Nc1ccc(OC)cc1 returned Pin1 inh 0%, JMJD2A Tudor inh -26%, BAZ2B block -34%, HP1b binding inh 28%, PGK inhibitor -7%, BLM inh -9%, POLI inh 30%, G9a block 45µM* and GLS inhibitor 0%.
CCOC(=O)C1=C(CC)Nc2ccccc2N=C1NC(=O)c1ccc(C)c(S(=O)(=O)N2CCOCC2)c1 was read as Pin1 inh 8%, JMJD2A Tudor inh -3%, BAZ2B block -1%, HP1b binding inh 17%, PGK inhibitor -2%, POLI inh 11%, G9a block -38% and GLS inhibitor 1%.
Screening O=C(COc1ccc(Cl)cc1)Nc1ccc(Cl)cn1 returned Pin1 inh -1%, JMJD2A Tudor inh -11%, BAZ2B block 17%, HP1b binding inh 28%, PGK inhibitor -7%, BLM inh -5%, POLI inh 6%, G9a block -2% and GLS inhibitor 0%.
Screening COC(=O)c1c(O)c2c([nH]c1=O)CCCC2 returned Pin1 inh 2%, JMJD2A Tudor inh -13%, BAZ2B block 11%, HP1b binding inh 19%, PGK inhibitor 4%, BLM inh -1%, POLI inh 6%, G9a block 26% and GLS inhibitor -7%.
CCCn1c(=O)c(C(=O)NCCc2ccc(OC)cc2)c(O)c2ccccc21 was read as Pin1 inh 1%, JMJD2A Tudor inh 70%[activator], BAZ2B block 28%, HP1b binding inh 134%[activator], PGK inhibitor 4%, BLM inh -9%, POLI inh -10%, G9a block 125%[activator] and GLS inhibitor -2%.
For O=C(N/N=C/C1CC=CCC1)c1ccc(Cl)cc1O (stereo unspecified) the results were Pin1 inh 7%, JMJD2A Tudor inh 4%, BAZ2B block 5%, HP1b binding inh 33%, PGK inhibitor -9%, BLM inh 1%, POLI inh 0%, G9a block 43%[activator][59 µM] and GLS inhibitor 6%.
COc1ccc(C(=O)OC(C)C(=O)NC2CCCCC2C)cc1S(=O)(=O)N1CCOCC1 (stereo unspecified) was read as Pin1 inh 5%, JMJD2A Tudor inh 0%, BAZ2B block -7%, HP1b binding inh 29%, PGK inhibitor -11%, POLI inh 21%, G9a block 79µM* and GLS inhibitor -11%.
For CC1CCCC(C)N1C(=O)COC(=O)c1cccc(S(=O)(=O)N(C)c2ccccc2)c1 (stereo unspecified) the results were Pin1 inh -7%, JMJD2A Tudor inh -4%, BAZ2B block 2%, HP1b binding inh 1%, PGK inhibitor -1%, POLI inh -10%, G9a block 3%[59 µM] and GLS inhibitor 2%.
Screening Cc1cccc(NC(=S)Nn2cnnc2)c1C returned Pin1 inh -4%, JMJD2A Tudor inh -10%, BAZ2B block inconclusive, HP1b binding inh 6%, PGK inhibitor -9%, BLM inh 1%, POLI inh 102%[activator] and GLS inhibitor -11%.
Screening CC1CCC(NC(=O)c2cc3c(s2)CCCC3)CC1 (stereo unspecified) returned Pin1 inh 2%, JMJD2A Tudor inh 12%, BAZ2B block 4%, HP1b binding inh 31%, PGK inhibitor -3%, POLI inh 36%[activator], G9a block -3% and GLS inhibitor 7%.
Screening O=C(C1CCN(S(=O)(=O)c2cccc3nsnc23)CC1)N1CCc2ccccc2C1 returned Pin1 inh 2%, JMJD2A Tudor inh -19%, BAZ2B block -4%, HP1b binding inh 9%, PGK inhibitor 0%, BLM inh -6%, POLI inh 29%, G9a block inconclusive and GLS inhibitor 5%.
CC1CCCCN1C(=O)C(Cc1ccccc1)N1C(=O)C2CCCCC2C1=O (stereo unspecified) was read as Pin1 inh -2%, JMJD2A Tudor inh -2%, BAZ2B block 11%, HP1b binding inh 55%[activator], PGK inhibitor inactive, BLM inh 1%, POLI inh 182%[activator], G9a block 22% and GLS inhibitor -10%.
For CCCNC(=O)Nc1ccsc1C(=O)OC the results were Pin1 inh 1%, JMJD2A Tudor inh -10%, BAZ2B block -20%, HP1b binding inh 27%, PGK inhibitor -11%, BLM inh 0%, POLI inh 3%, G9a block -17% and GLS inhibitor 10%.
For O=C(COc1ccc(Cl)cc1)Nc1cccc(-c2ccc3nncn3n2)c1 the results were Pin1 inh -5%, JMJD2A Tudor inh -15%, HP1b binding inh 5%, PGK inhibitor -4%, BLM inh 2%, POLI inh -22%, G9a block -5% and GLS inhibitor 2%.
COc1ccc(CCNC(=O)c2ccc3ccccc3n2)cc1 was read as Pin1 inh -9%, JMJD2A Tudor inh 15%, BAZ2B block 5%, HP1b binding inh 25%, PGK inhibitor 5%, BLM inh -1%, POLI inh 17%, G9a block inconclusive and GLS inhibitor 7%.
Screening Clc1ccccc1NCSC1=NCCS1 returned Pin1 inh -8%, JMJD2A Tudor inh 16%, HP1b binding inh 21%[57 µM], PGK inhibitor 5%, POLI inh -5% and GLS inhibitor 5%.
`COc1cc(OC)cc(C(=O)NC2CC3CCC(C2)N3C)c1` (stereo unspecified) gave Pin1 inh 3%, JMJD2A Tudor inh -6%, BAZ2B block 2%, HP1b binding inh 18%, PGK inhibitor 2%, POLI inh 18%, G9a block 27%[12.7 µM] and GLS inhibitor 4%.
CC(C)CC(=O)NCC(C)NC(=O)CC(C)C (stereo unspecified) was read as Pin1 inh 1%, JMJD2A Tudor inh -12%, BAZ2B block 10%, HP1b binding inh 46%[activator], PGK inhibitor 6%, BLM inh -7%, POLI inh inconclusive, G9a block 42%[59 µM] and GLS inhibitor 1%.
`Cc1ccc(S(=O)(=O)CC(=O)N2CCN(c3cccc(C(F)(F)F)c3)CC2)cc1` gave Pin1 inh -6%, JMJD2A Tudor inh -16%, BAZ2B block -17%, HP1b binding inh 12%, PGK inhibitor 3%, BLM inh -4%, POLI inh -3%, G9a block 0% and GLS inhibitor 2%.
Cc1cccc(N2CCN(C(=O)CCc3c(C)nc4ncnn4c3C)CC2)c1C was read as Pin1 inh 2%, JMJD2A Tudor inh -15%, BAZ2B block -4%, HP1b binding inh 14%, PGK inhibitor -2%, BLM inh 0%, POLI inh 5%, G9a block -4%[59 µM] and GLS inhibitor -1%.
`N#CC1=C(N)Oc2cc(N)ccc2C1c1cccnc1` (stereo unspecified) gave Pin1 inh 14%, JMJD2A Tudor inh -12%, BAZ2B block -2%, HP1b binding inh 17%, PGK inhibitor 0%, BLM inh 2%, POLI inh -11%, G9a block 6% and GLS inhibitor 8%.

As a working copy, 5 of the compounds above:
For CC1CCCC(C)N1C(=O)COC(=O)c1cccc(S(=O)(=O)N(C)c2ccccc2)c1 (stereo unspecified) the results were Pin1 inh -7%, JMJD2A Tudor inh -4%, BAZ2B block 2%, HP1b binding inh 1%, PGK inhibitor -1%, POLI inh -10%, G9a block 3%[59 µM] and GLS inhibitor 2%.
Screening Cc1cccc(NC(=S)Nn2cnnc2)c1C returned Pin1 inh -4%, JMJD2A Tudor inh -10%, BAZ2B block inconclusive, HP1b binding inh 6%, PGK inhibitor -9%, BLM inh 1%, POLI inh 102%[activator] and GLS inhibitor -11%.
Screening CC1CCC(NC(=O)c2cc3c(s2)CCCC3)CC1 (stereo unspecified) returned Pin1 inh 2%, JMJD2A Tudor inh 12%, BAZ2B block 4%, HP1b binding inh 31%, PGK inhibitor -3%, POLI inh 36%[activator], G9a block -3% and GLS inhibitor 7%.
Screening O=C(C1CCN(S(=O)(=O)c2cccc3nsnc23)CC1)N1CCc2ccccc2C1 returned Pin1 inh 2%, JMJD2A Tudor inh -19%, BAZ2B block -4%, HP1b binding inh 9%, PGK inhibitor 0%, BLM inh -6%, POLI inh 29%, G9a block inconclusive and GLS inhibitor 5%.
CC1CCCCN1C(=O)C(Cc1ccccc1)N1C(=O)C2CCCCC2C1=O (stereo unspecified) was read as Pin1 inh -2%, JMJD2A Tudor inh -2%, BAZ2B block 11%, HP1b binding inh 55%[activator], PGK inhibitor inactive, BLM inh 1%, POLI inh 182%[activator], G9a block 22% and GLS inhibitor -10%.
